High-throughput results deposited in PubChem BioAssay by several laboratories.
P. falciparum M17LAP: P. falciparum M17LAP inhibitors, primary screen, biochemical, fluorogenic H-Leu-NHMec substrate, 1536-well (AID 1619); hit rate 0.38% among 220,000; inhibition, % at 30 µM, or IC50 in µM where a hit was titrated; recombinant M17LAP, H-Leu-NHMec fluorogenic kinetic assay; higher % means a stronger effect; Leucine aminopeptidase (Plasmodium falciparum (isolate 3D7));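 active = compound inhibiting the enzyme by more than half at any dose during confirmatory dose-response retesting; inconclusive = strong single-dose inhibitors picked by rank but not retested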;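 also: plate controls were full reaction with DMSO carrier for no effect and no enzyme background for full effect; strong numbers were not always called active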
UTI89 phage lysis: inhibition of K1F phage lysis, E. coli UTI89, bacterial capsule biogenesis inhibitors, alamar blue (AID 488966) | hit rate 0.02% among 340,000 | E. coli UTI89 K1F phage lysis, alamar blue, 2 h; higher % means a stronger effect | inhibition, % at 100 µM, or IC50 in µM where a hit was titrated;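 active = phage lysis inhibition, versus mean bacterial control, above a set limit; inconclusive = no clear call, values can overlap the other calls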;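 also: capsule biogenesis inhibitors block K1F phage lysis so surviving cells raise fluorescence; higher fluorescence means more inhibition of phage lysis; actives were called in the ten point dose series up to 300 µM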
West Nile virus CPE: West Nile virus antiviral activity, cell-based, CPE readout (AID 1621) | West Nile virus-infected cells, CPE inhibition; higher % means a stronger effect | CPE inhibition, % at 10 µM, or IC50 in µM where a hit was titrated | hit rate 0.02% among 290,000; in the data active = a potency from the dose series; inconclusive = CPE inhibition mostly from about 3.7% at the one dose, without a potency; inactive = the rest, 99 in 100 with CPE inhibition below about 2.2%; also: strong numbers were not always called active
PMI inhibitors: inhibitors of human PMI, primary screen, biochemical, fluorescence intensity, coupled assay (AID 1209). purified PMI enzyme, coupled fluorescence intensity; higher % means a stronger effect. one-dose inhibition, % at 20 µM; IC50 in µM for titrated hits. hit rate 0.42% among 190,000;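 also: plate controls were DMSO vehicle for no effect and wells lacking substrate for full effect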
T cell HTS: modulators of CD8 T cell-vesicle binding, primary screen, mouse 2C CD8+ T cells, flow cytometry; 2C CD8+ T cell-vesicle binding; stronger effect = lower value; calls only at 7 µM; hit rate 0.068% among 330,000;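 active = response, share of CD8 T cells binding vesicles, and their 90th percentile fluorescence all below set limits, cut at about 80% in these data, passing the limit was not always enough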
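System: murine 2C transgenic CD8+ T lymphocytes; also added: QL9-loaded Drosophila micro-vesicles; times: binding 1.5 h at 37 °C; measured by: flow cytometry, PE anti-B7-1 (FL2) versus Alexa647 anti-CD8 (FL8), PFA-fixed; control set: Peptide-free naked vesicles (low) and QL9 vesicles with 0.7% DMSO vehicle (high)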
TNAP activators: human TNAP enzyme activators, primary screen, biochemical, luminescent, no phosphate acceptor, uHTS (AID 1001); purified TNAP, luminescent activation assay, no phosphate acceptor; higher activation fold means a stronger effect; one-dose activation fold at 20 µM; EC50 in µM for titrated hits; hit rate 0.03% among 200,000; in the data active = activation fold from about 3, or a potency from the dose series; inactive = the rest, 99 in 100 with activation fold below about 1.6; also: many of its hits are not listed in these tables
RSV antiviral HEp-2: RSV antiviral activity via CPE protection, HEp-2 cells, primary 10 µM value included (AID 2391) | HEp-2 cells, RSV-induced CPE inhibition; higher % means a stronger effect | CPE inhibition, % at 10 µM, or IC50 in µM where a hit was titrated | hit rate 0.13% among 310,000; in the data active = a potency from the dose series; inconclusive = CPE inhibition mostly from about 23% at the one dose, without a potency; inactive = the rest, 99 in 100 with CPE inhibition below about 21%; also: strong numbers were not always called active
M1AAP inhibition: P. falciparum M1AAP inhibitors, biochemical, fluorogenic H-Leu-NHMec substrate, 1536-well (AID 1445); Aminopeptidase N (Plasmodium falciparum (isolate 3D7)); recombinant M1AAP, H-Leu-NHMec fluorogenic kinetic assay; higher % means a stronger effect; one-dose inhibition, % at 30 µM; IC50 in µM for titrated hits; hit rate 0.42% among 220,000;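 active = primary inhibition above the hit cutoff, then over 50% inhibition at one or more dose response concentrations, cut at about 23% in these data, passing the limit was not always enough; inconclusive = conflicting primary data, or primary hits not chosen for dose response; inactive = low primary inhibition, or under 50% at every dose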;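 also: plate controls were DMSO full reaction for no effect and no enzyme background for full effect; strong numbers were not always called active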
PMI inhibition: human PMI inhibitors, high substrate, primary screen, biochemical, fluorescence intensity, high mannose 6-phosphate (AID 1220). Mannose-6-phosphate isomerase (Homo sapiens). recombinant PMI enzyme, coupled fluorescence intensity; higher % means a stronger effect. inhibition, % at 20 µM, or IC50 in µM where a hit was titrated. hit rate 0.66% among 190,000
T cell HTS vesicle-bound %: further read-out of T cell HTS, marked with its call; double positive events, %; measured here: CD8+ vesicle-bound cell fraction;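 binding gate set so that unloaded-vesicle control wells show 10% double positive cells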
Active calls of the source: *; i = inactive; ? = inconclusive; · = not tested or not shown; [ ] = remark or other dose. Rule as the data show it, unless noted: active = inhibition above about 50%; inactive = the rest. Compounds were not picked by outcome; any-hit rate near 1.5%.

[1] O=C(NCCc1ccccc1)C(=O)NCC1CCCO1 (stereo not drawn)
[2] CCS(=O)(=O)N1CCN(Cc2nc3ccccc3c(=O)[nH]2)CC1
[3] Cc1c(CC(=O)O)c(=O)oc2c(C)c(OCc3ccccc3Br)ccc12
[4] Cc1cc(C)n(CC(=O)N2CCCC(N3CCN(Cc4ccc5c(c4)OCO5)CC3)C2)n1 (stereo not drawn)
[5] CCN(CC)c1ccc(/C=N/NC(=O)c2c[nH]c3ccccc23)cc1
entry no.	1	2	3	4	5
RSV antiviral HEp-2	1.3%	0.7%	4.9%	0.9%	14.8%
TNAP activators	1.1	1.1	·	·	1
PMI inhibitors	7.8%	-12.2%	·	·	17.9%
PMI inhibition	-0.5%	-7.4%	·	·	21.6%
UTI89 phage lysis	4.3%	-0.7%	0.1%	-0.1%[50 µM]	2.6%
P. falciparum M17LAP	-3.6%	1.3%	·	·	1.6%
West Nile virus CPE	-0.2%	0.3%	0.2%	-0.5%	-1.6%
T cell HTS vesicle-bound %	13.6	37.5	60.5	22.2	44.0
T cell HTS	i	i	i	i	i
M1AAP inhibition	-2.1%	-4.7%	·	·	19.3%

[6] Cc1ccc(OCC(=O)NNC(=O)c2cc3ccccc3o2)cc1C
[7] O=C(O)CCc1ccc(-c2cccs2)n1NC(=O)c1ccccc1Br
[8] CCCCC(CC)C(=O)Nc1cc(=O)[nH]c2nc3ccccc3n12 (stereo not drawn)
[9] NC(=O)COc1ccc2oc(=O)cc(-c3cc4ccccc4o3)c2c1
[10] CC1(C)NC(=O)N(CCOCCOc2ccccc2-c2ccccc2)C1=O
entry no.	6	7	8	9	10
RSV antiviral HEp-2	0.5%	2.9%	1.7%	-0.6%	0.6%
TNAP activators	1.2	1.1	·	·	1.1
PMI inhibitors	3.8%	-1.1%	·	·	-2.9%
PMI inhibition	2.8%	-12.8%	·	·	-2.9%
UTI89 phage lysis	0.8%	-1.1%	-0.2%	0.3%	-0.1%
P. falciparum M17LAP	10.4%	24.9%	·	·	14.1%
West Nile virus CPE	0.1%	-0.9%	-0.7%	-0.5%	-0.7%
T cell HTS vesicle-bound %	18.8	54.7	29.6	25.1	5.5
T cell HTS	i	i	i	i	i
M1AAP inhibition	-0.1%	10.2%	·	·	7.9%

[11] Cc1coc2cc3oc(=O)c(CC(=O)N(C)CC(=O)O)c(C)c3cc12
[12] CCOc1nnnc2c1sc1nc(N3CCOCC3)c3c(c12)CCCC3
[13] Cc1[nH]n(-c2ccccc2)c(=S)c1C=Nc1ccc([N+](=O)[O-])cc1
[14] CCN=C(Nc1cccc(F)c1)SC1CC(=O)N(c2ccc(OC)cc2)C1=O (stereo not drawn)
[15] Cc1ccc(NC(=O)C2CCN(S(=O)(=O)c3cccc4nonc34)CC2)cc1
entry no.	11	12	13	14	15
RSV antiviral HEp-2	1.5%	1.5%	-0.8%	-0.3%	3.3%
TNAP activators	·	1	1	1	·
PMI inhibitors	·	-3.0%	69.1%*	-1.6%	·
PMI inhibition	·	2.9%	30.7%	-1.5%	·
UTI89 phage lysis	0.6%[50 µM]	1.5%	3.2%	0.0%	0.0%
P. falciparum M17LAP	·	-1.8%	13.5%	6.4%	·
West Nile virus CPE	-0.2%	0.6%	-0.3%	-0.3%	-0.4%
T cell HTS vesicle-bound %	7.8	13.7	36.0	32.3	21.8
T cell HTS	i	i	i	i	i
M1AAP inhibition	·	7.5%	1.5%	-1.7%	·

[16] CC(=O)Nc1ccc(S(=O)(=O)NCC2CCC(C(=O)N3CCN(c4ccccn4)CC3)CC2)cc1 (stereo not drawn)
[17] Cc1ccc(N2C(=O)CC(c3ccsc3)C3=C2CC(C)(C)CC3=O)cc1 (stereo not drawn)
[18] Cc1ccc(N2CCN(S(=O)(=O)c3ccc4c(c3)oc(=O)n4C)CC2C)cc1 (stereo not drawn)
[19] COc1cc(/C=C2\SC(=S)N(N(C)c3ccccc3)C2=O)ccc1O
[20] COc1ccc(/C(O)=C2/C(=O)C(=O)N(CCN(C)C)C2c2ccc(OC)c(OC)c2)c(C)c1 (stereo not drawn)
entry no.	16	17	18	19	20
RSV antiviral HEp-2	0.9%	3.6%	20.8%	?	2.1%
TNAP activators	1.1	0.9	·	·	·
PMI inhibitors	36.2%	-13.6%	·	·	·
PMI inhibition	-1.1%	-7.7%	·	·	·
UTI89 phage lysis	-0.2%	-1.3%	0.1%	0.7%	0.3%
P. falciparum M17LAP	-4.2%	-4.2%	·	0.6%	11.4%
West Nile virus CPE	0.8%	-0.7%	-0.6%	-0.3%	0.7%
T cell HTS vesicle-bound %	27.6	22.5	6.3	50.5	58.4
T cell HTS	i	i	i	i	i
M1AAP inhibition	5.6%	-0.3%	·	3.5%	-0.7%

[21] Cc1cccc(NC(=S)Nc2ccc3cn[nH]c3c2)c1
[22] Cc1ccc(N(CC(=O)N2CCCCCC2)S(C)(=O)=O)cc1Cl
[23] CCN(CC(=O)NCc1ccc(F)cc1)C(=O)Cc1ccc(OC)cc1
[24] CCOc1ccc2nc(NC(NC(=O)CC)(C(=O)OC)C(F)(F)F)sc2c1 (stereo not drawn)
[25] COc1cc(OC)c(NC(=O)CCc2nc(-c3cccs3)no2)cc1Cl
entry no.	21	22	23	24	25
RSV antiviral HEp-2	0.1%	0.3%	3.0%	-0.1%	?
TNAP activators	1.1	·	·	1.1	1.1
PMI inhibitors	11.2%	·	·	-0.8%	9.6%
PMI inhibition	10.4%	·	·	3.5%	4.0%
UTI89 phage lysis	0.0%	0.1%	0.2%	1.6%	1.9%
P. falciparum M17LAP	4.7%	·	·	-4.0%	-0.4%
West Nile virus CPE	-0.2%	-0.7%	-0.4%	0.0%	-0.3%
T cell HTS vesicle-bound %	54.9	57.0	37.6	59.8	29.2
T cell HTS	i	i	i	i	i
M1AAP inhibition	11.9%	·	·	-0.5%	4.5%

[26] CN1C(=O)Cc2cc(S(=O)(=O)Nc3ccc(Cl)cc3)ccc21
[27] COc1cccc(C(=O)NN2c3ccccc3CCc3ccccc32)c1
[28] O=C(N/N=C/c1ccccn1)c1ccc(N/N=C/c2ccccn2)cc1
[29] CCOC(=O)c1sc(-c2ccccn2)nc1C
[30] COC(=O)c1cc(NS(=O)(=O)c2ccc(NC(C)=O)cc2)ccc1Cl
entry no.	26	27	28	29	30
RSV antiviral HEp-2	1.2%	0.4%	2.6%	3.1%	0.8%
TNAP activators	·	1	0.9	1	·
PMI inhibitors	·	18.7%	-46.5%	-6.1%	·
PMI inhibition	·	10.1%	-42.0%	-5.4%	·
UTI89 phage lysis	0.3%	0.5%[50 µM]	0.1%	0.4%	-0.1%
P. falciparum M17LAP	·	1.5%	34.4%	10.5%	-4.5%
West Nile virus CPE	-0.6%	0.1%	0.5%	-0.3%	0.1%
T cell HTS vesicle-bound %	46.6	22.8	46.0	25.9	62.1
T cell HTS	i	i	i	i	i
M1AAP inhibition	·	-8.3%	5.5%	4.8%	9.5%

[31] CC(=O)c1c(N2CCCCC2)nc(=O)n(-c2ccccc2)c1C
[32] CCOCCCNC(=O)c1ccccc1SCC
[33] Cn1c(CN(O)S(=O)(=O)c2ccc(Cl)cc2)nnc1C(F)(F)F
[34] COc1ccc2c(c1)-c1nc(NC(=O)c3ccco3)sc1CC2
[35] O=C(C(c1ccccc1)N1CCOCC1)N1CCOCC1 (stereo not drawn)
entry no.	31	32	33	34	35
RSV antiviral HEp-2	0.7%	1.0%	2.2%	45.2%	2.2%
TNAP activators	1.1	1	·	1	1.1
PMI inhibitors	15.6%	4.8%	·	23.9%	14.5%
PMI inhibition	16.5%	3.3%	·	32.9%	8.2%
UTI89 phage lysis	0.4%	-0.1%	-0.1%	4.2%	0.0%
P. falciparum M17LAP	3.8%	-1.6%	·	-9.1%	6.5%
West Nile virus CPE	-0.2%	0.1%	0.7%	-1.0%	0.2%
T cell HTS vesicle-bound %	52.4	24.7	18.1	44.3	33.6
T cell HTS	i	i	i	i	i
M1AAP inhibition	5.2%	8.7%	·	7.4%	5.2%

[36] C/C(=N/NC(=O)c1cc(O)c(O)c(O)c1)c1ccc([N+](=O)[O-])cc1
[37] CCOc1ccccc1OCC(=O)Nc1nnc(COC)s1
[38] NC(=O)NC(=O)COC(=O)c1cccc(S(=O)(=O)N2CCCCCC2)c1
[39] CC(C)(C)C(=O)Nc1ccccc1C(=O)Nc1cc(Cl)ccc1Cl
[40] CCN(CC)CCNC(=S)N1CCn2c(nc3ccccc32)C1
entry no.	36	37	38	39	40
RSV antiviral HEp-2	·	1.1%	-0.8%	16.2%	0.0%
TNAP activators	1	1	·	1.1	1.1
PMI inhibitors	64.5%*	-6.5%	·	3.8%	13.7%
PMI inhibition	30.8%	-5.5%	·	1.6%	8.0%
UTI89 phage lysis	1.0%	0.2%	-0.3%[50 µM]	0.5%	3.8%[50 µM]
P. falciparum M17LAP	35.5%	-14.0%	·	-11.0%	-10.8%
West Nile virus CPE	0.2%	-0.2%	1.2%	0.0%	0.1%
T cell HTS vesicle-bound %	·	49.8	28.7	23.3	38.1
T cell HTS	·	i	i	i	i
M1AAP inhibition	14.8%	2.7%	·	-3.9%	-2.9%

[41] CCC(C)n1c(SCC(=O)NCCc2ccc(S(N)(=O)=O)cc2)nc2ccsc2c1=O (stereo not drawn)
[42] Cc1nn(C(=O)Cn2cc([N+](=O)[O-])cn2)c(C)c1Cl
[43] COc1ccccc1N1CCN(CCCCN2C(=O)C3CCCCN3C2=O)CC1 (stereo not drawn)
[44] O=C(CN1C(=O)/C(=C/c2ccc(F)cc2)SC1=S)NC1C=CS(=O)(=O)C1 (stereo not drawn)
[45] Cc1cccc(N(C)C(=O)C2CCCN2S(=O)(=O)c2cccc3nsnc23)c1 (stereo not drawn)
entry no.	41	42	43	44	45
RSV antiviral HEp-2	2.4%	2.8%	-0.1%	6.8%	6.6%
TNAP activators	1	1.1	·	·	·
PMI inhibitors	8.6%	0.9%	·	·	·
PMI inhibition	6.2%	2.2%	·	·	·
UTI89 phage lysis	2.1%	0.0%	1.5%	0.2%	1.0%
P. falciparum M17LAP	22.3%	6.2%	·	·	1.8%
West Nile virus CPE	-0.5%	-0.2%	-1.1%	-0.2%	0.1%
T cell HTS vesicle-bound %	39.4	57.8	66.1	16.5	12.4
T cell HTS	i	i	i	i	i
M1AAP inhibition	-1.2%	4.2%	·	·	-6.4%
